High-throughput results deposited in PubChem BioAssay by Fisher Drug Discovery Resource Center.
mcGAS inh: cyclic GMP-AMP synthase inhibitors, mouse, primary biochemical chemiluminescence | Q8C6L5 | recombinant cGAS, Kinase-Glo ATP depletion luminescence | inhibition, % at 12.5 µM | 0.15% of 160,000 active | AID 1259399, 2018;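 further: 0% = negative control wells and 100% = reference inhibitor with no enzyme activity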
hcGAS inh: Primary biochemical luminescence assay for human cyclic GMP-AMP synthase inhibitors. Q8N884. recombinant h-cGAS, ATP depletion, Kinase-Glo luminescence. inhibition, % at 12.5 µM. 0.081% of 290,000 active;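 further: 0% = vehicle reaction and 100% = reaction without DNA for no activity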
Target sequence (Q8N884 whole entry, looked up): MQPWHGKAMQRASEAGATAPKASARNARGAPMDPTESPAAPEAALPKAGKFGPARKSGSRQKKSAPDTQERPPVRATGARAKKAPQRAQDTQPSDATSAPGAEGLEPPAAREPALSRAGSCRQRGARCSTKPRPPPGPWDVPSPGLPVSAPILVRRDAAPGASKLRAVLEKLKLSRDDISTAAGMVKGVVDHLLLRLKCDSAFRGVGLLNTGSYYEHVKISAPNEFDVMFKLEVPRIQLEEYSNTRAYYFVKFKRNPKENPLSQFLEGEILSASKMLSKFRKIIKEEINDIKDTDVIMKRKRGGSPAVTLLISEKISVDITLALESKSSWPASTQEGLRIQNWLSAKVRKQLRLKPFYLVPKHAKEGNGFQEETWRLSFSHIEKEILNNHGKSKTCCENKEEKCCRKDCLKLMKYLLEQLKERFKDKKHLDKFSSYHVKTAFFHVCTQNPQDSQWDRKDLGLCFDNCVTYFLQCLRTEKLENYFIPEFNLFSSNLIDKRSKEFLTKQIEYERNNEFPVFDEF
NPYLR7 ag: agonists of mosquito NPYLR7 receptor, primary screen, cell-based, Aedes aegypti, calcium fluorescence, mosquito biting behavior | HEK293T NPYLR7/Galpha15, GCaMP6s calcium fluorescence | activation, % at 10 µM | 0.15% of 270,000 active | AID 1259423, 2018; in the data active means activation above about 40%;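 further: 0% = vehicle and 100% = reference agonist at the receptor; some compounds past the cut are filed as inactive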
* = called active by the depositor; nt = no result given; & = joins results of further samples. Unless noted, no stated cut-off is given here; in the data, active means inhibition above about 40%; inactive means the rest.

SMILES | mcGAS inh | hcGAS inh | NPYLR7 ag
COc1cccc(-c2ccc(NC(=O)C3CCCN(Cc4ccc(CO)o4)C3)cc2)c1 (stereo not given) | nt | -3 | -9
CCCCCOc1ccc(C(=O)N(CCOC)CCOC)cc1OCCCCC | -6 | -8 | -9
CCOC(=O)c1c(C)[nH]c(C(=O)O)c1C | -2 | -4&-4 | -2&3
Cc1ccc(Sc2nsc(N)n2)cc1 | -12 | -5 | 7
O=C(COCc1ccccc1)Nc1cccc(C2SCC(=O)N2c2ccc(C(F)(F)F)cc2)c1 (stereo not given) | -4 | -5 | -1
CCOCCn1c(=O)c2c(nc3n(Cc4ccco4)c(C)cn23)n(C)c1=O | nt | -8 | 12
COc1ccc(-n2cccn2)c(CN2CC(c3ccncc3)C2)c1 | -12 | 1 | 0
COc1ccc(CCNC(=O)CCc2cc3c(n2-c2ccc(OC)cc2)-c2ccccc2CC3)cc1 | -9 | -7 | 2
COCCn1cc(C(=O)NCc2ccc(F)cc2)c2nn(-c3ccccc3)c(=O)c-2c1 | -7 | -8 | 5
Cn1ncc(Oc2cccc(Cl)c2)c(Nc2ccc(C(=O)NCc3cccnc3)cc2)c1=O | -7 | -7 | -3
Cc1ccsc1CN(Cc1ccc2c(c1)OCO2)C(=O)CN(CCN1CCCC1)C(=O)Nc1cccc(F)c1 | -4 | -2 | -4
Cc1ccc2c(Cl)cc(Cl)c(OCC(=O)N(Cc3ccco3)C3CCS(=O)(=O)C3)c2n1 (stereo not given) | 0 | 1 | -1
CC1CC1C(=O)Nc1nnc(Cc2ccccc2)s1 (stereo not given) | nt | -2 | 20
CCC(C)NC(=O)c1cc(NC(=O)Nc2c(Cl)cccc2Cl)ccc1N1CCN(c2ccccc2OC)CC1 (stereo not given) | 1 | 0 | -4
CCOC(=O)C12CCC(O)CC1CCN(Cc1ccccc1)C2 (stereo not given) | nt | -5 | 4
Cc1cccc(NC(=O)CSc2nc(=O)n3ccc(C)cc3n2)c1 | -8 | -11 | 1
C=CCOC1CCCN(C(=O)CCc2ccccc2)C1 (stereo not given) | -4 | -5 | -9
COc1ccc(S(=O)(=O)Nc2ccc(Cl)cc2Cl)cc1OC | nt | -12 | 17
COc1ccccc1N1CCN(c2nc(C)nc3sc4c(c23)CCCC4)CC1 | -5 | -7 | -5
O=C(/C=C/c1cnc2ccccc2n1)N1CCC(Nc2ccccc2)C1 (stereo not given) | nt | -3 | 1
Cc1ccccc1CCC(=O)N1CCC(n2cnc3ccccc32)CC1 | -8 | -9 | nt
CCc1ccc[n+](C2=C(c3c(C)[nH]n(-c4ccc(F)cc4)c3=O)C(=O)N(CC(C)C)C2=O)c1 | -8 | -7 | -1
Cc1ccc(CC(=O)Nc2nnc(CSc3ccccc3)o2)cc1C | nt | -3 | 2
Cc1cc(OCC(=O)NCc2ccc(CN3CCOCC3)cc2)ccc1Cl | nt | -6 | 6
Cc1cc(CN(C)c2cc(NC(C)C)ncn2)ccn1 | -11 | -8 | nt
CN(C(=O)CCNC(=O)c1ccc(Cl)cc1)S(=O)(=O)c1cccs1 | nt | -8 | 5
Cn1cc(S(=O)(=O)NCCc2nc3ccccc3s2)cn1 | nt | -2 | -4
COc1ccc(-n2c(SCc3ccc(C(=O)N4CCN(C)CC4)cc3)nnc2-c2cccs2)cc1 | 1 | 4 | 8
COc1cc(=O)n(-c2ccc(C)cc2)nc1C(=O)N(C)C1CCN(C)CC1 | -6 | -5 | 8
CC(C)N(CC(=O)N1c2ccccc2-n2cccc2C1c1cccc(Cl)c1)C(=O)C1C[C@H]1c1ccccc1 (stereo not given in full) | 0 | 4 | 4
N#CCCCn1c(-c2nonc2N)nc2ccccc21 | nt | -9 | 7
O=C1C2C3C=CC(C2C(=O)N1c1nccs1)C1C(=O)N(c2nccs2)C(=O)C31 (stereo not given) | -4 | -7 | 0
O=C1OCC2(CCN(Cc3cc4n(n3)CCNC4)CC2)O1 | -8 | -5 | 4
CN1C(=O)c2ccccc2C1O (stereo not given) | nt | -4 | 7
Cc1cc(C)nc(SCc2cc(=O)c(OC(=O)c3ccc(C)c(C)c3)co2)n1 | 4 | 3 | -22
Cc1nnc(SCC(=O)N(CC(C)C)C2CCS(=O)(=O)C2)s1 (stereo not given) | nt | -1 | -2
CC1=C(C(=O)O)N2C(=O)[C@@H](NC(=O)[C@H](N)c3ccccc3)[C@H]2SC1 | nt | 2&-8 | -13&-1
CCc1cc(NC(=O)C2(c3ccccc3)CC2)n[nH]1 | -17 | -9 | 18
CC(C)Nc1ncccc1C(=O)N1CCc2ccccc2C1 | nt | -3 | -10
Cc1ccc(Cl)c2sc(N(CCN(C)C)C(=O)c3cccc(S(C)(=O)=O)c3)nc12 | -6 | 1 | 0
O=C(c1ccc(Cl)cc1)N1CCN(c2nc3ccccc3nc2-c2ccccc2)CC1 | -3 | -3 | 7
O=C(Nc1c(C(=O)c2ccc3c(c2)OCO3)oc2ccccc12)c1ccco1 | nt | -3 | 7
O=C(CNC(=O)c1ccc(Cl)c(Cl)c1)Nc1nc2cc3c(cc2s1)OCCO3 | -7 | -3 | 3
COc1ccccc1CC1(C)C(=O)Nc2cc(C(F)(F)F)ccc21 (stereo not given) | -2 | -2 | 5
CCCCNc1ncc2cc3ccccc3nc2c1C#N | nt | -2 | -1
COc1cccc(Cn2c(C)cc(C)c2C(=O)Nc2ccc(C(C)C)cc2)c1 | -5 | 3 | nt
CC(NC(=O)Cc1csc2nc(-c3ccccc3)cn12)c1ccc(S(C)(=O)=O)cc1 (stereo not given) | nt | -3 | 3
Cn1c(=O)c2cc(NC(=O)c3ccccc3Cl)c(=O)oc2n(C)c1=O | nt | 1 | 3
COCCCn1ccc(NC(=O)NCc2ccc(F)c(Cl)c2)n1 | nt | 4 | 7
Cc1ccc(C2=NN(C(=O)CN3CCCCC3)C(c3ccccc3Cl)C2)cc1C (stereo not given) | -5 | -5 | 12
CC(C)c1n[nH]c(C2CN(C(=O)C3CC3c3cccnc3)CCO2)n1 (stereo not given) | -16 | -7 | 1
COc1ccc(C(=O)C2CCCN(Cc3nc4ccccc4s3)C2)cc1OC (stereo not given) | nt | -11 | 16
CCOC(=O)Cn1c(=NC(=O)c2ccc(C)c(C)c2)sc2cc(S(N)(=O)=O)ccc21 | nt | -2 | 1
Cc1ccc(S(=O)(=O)N2CCN=C2SCc2ccc([N+](=O)[O-])cc2)cc1 | -6 | -5 | 7
Cc1ccc(OCC(=O)N2CCC(n3cc(CCO)nn3)CC2)cc1C | -14 | -9 | -5
CCOCCn1ccc2c(NC(=O)COC)c(OC(=O)N(CC)CC)ccc21 | -4 | -1 | 0
O=S(=O)(NCCS(=O)(=O)N1CCCC1)NCc1ccccc1 | nt | -4 | 4
Cc1cccc(Nc2ncccc2C(=O)NC(c2ccc(S(C)(=O)=O)cc2)c2cccc(N(C)C)c2)c1C (stereo not given) | -4 | -6 | -1
CNC(=O)NC(=O)C(c1ccccc1)N(C)Cc1ccccc1 (stereo not given) | nt | 18 | 10
Cc1ccc(-c2cc(C(=O)N3CCOCC3)n3nc(C(C)(C)C)cc3n2)cc1 | -5 | -2 | 14
Next section:
SMILES | mcGAS inh | hcGAS inh | NPYLR7 ag
CN(C)CCCN1CC2(CCC1=O)CCN(S(=O)(=O)c1cn[nH]c1)CC2 | -3 | -6 | nt
Cc1ccc(Nc2cc(C)nc(N3CCN(C(=O)c4cccc(C)c4)CC3)n2)cc1 | nt | 4 | 4
CCn1nc(C)c(C(=O)NCc2ccc(-n3ccnc3C)cc2)c1C | nt | -10 | 20
CC1=C(C(=O)OC(C)C)C(c2ccc(N(C)C)cc2)C2=C(CC(c3ccc(Cl)cc3)CC2=O)N1 (stereo not given) | -8 | -6 | 2
CC(C)N(C)C(=O)C1CCCN(C(=S)NC2CC3CCC2C3)C1 (stereo not given) | -16 | -7 | 2
COc1cc(C=C2N=C(c3ccc(F)cc3)OC2=O)cc(OC)c1OCC(N)=O | -8 | -2 | 3
COCC1CN(C(=O)NC2CCCCC2)CC12CCNCC2 (stereo not given) | -8 | -16 | nt
CC(c1ccc(Cl)cc1)N(C)C(=O)Nc1cccn(CC(F)(F)F)c1=O (stereo not given) | nt | -2 | -6
Cc1ccc2[nH]c(O)c(N=NC(=O)c3cccc(O)c3)c2c1 | -6 | -6 | 2
COc1c[nH]c(C(=O)Nc2cc(C)ccc2C)cc1=O | nt | -7 | -2
CCN(CC)C(=O)COC1CN(CCc2ccccc2)C(=O)CN(C(=O)Cc2ccc(N3CCNC3=O)cc2)C1 (stereo not given) | nt | -5 | 0
O=C(OCc1ccsc1)C1CCN(c2cnccn2)CC1 | nt | -13 | 11

Shown as labelled records: four of the compounds above.
O=C(COCc1ccccc1)Nc1cccc(C2SCC(=O)N2c2ccc(C(F)(F)F)cc2)c1 (stereo not given)
- mcGAS inh: -4
- hcGAS inh: -5
- NPYLR7 ag: -1
CCOCCn1c(=O)c2c(nc3n(Cc4ccco4)c(C)cn23)n(C)c1=O
- mcGAS inh: nt
- hcGAS inh: -8
- NPYLR7 ag: 12
COc1ccc(-n2cccn2)c(CN2CC(c3ccncc3)C2)c1
- mcGAS inh: -12
- hcGAS inh: 1
- NPYLR7 ag: 0
COc1ccc(CCNC(=O)CCc2cc3c(n2-c2ccc(OC)cc2)-c2ccccc2CC3)cc1
- mcGAS inh: -9
- hcGAS inh: -7
- NPYLR7 ag: 2

Following part:
SMILES | mcGAS inh | hcGAS inh | NPYLR7 ag
Cc1cc(O)c(C2OC(=O)c3ccccc32)c(=O)n1CCc1ccccc1 (stereo not given) | 10 | -5 | -2
NC(=O)CC1CCCN(C(=O)NCCCn2ccc3ccccc32)C1 (stereo not given) | nt | 9 | -1
O=C(O)CC1SC(=NN=Cc2ccc(Br)o2)NC1=O (stereo not given) | nt | -6 | -14
CCCCCCOC(=O)C1=C(C)NC(=O)NC1c1ccccc1F (stereo not given) | nt | -3 | 0
CCCCn1c(C)cn2c3c(=O)n(Cc4ccc(C)cc4)c(=O)n(C)c3nc12 | -8 | 2 | 9
Cc1cccn2c(=O)cc(OCC(=O)Nc3ccc(Cl)cc3Cl)nc12 | -3 | 1 | -3
O=C(NCC1CCCO1)c1ccc(-c2cc(-c3cccc4ccccc34)[nH]n2)cc1 (stereo not given) | -10 | -12 | -4
CCOc1ccc(OCCOc2ccc([N+](=O)[O-])cc2)cc1 | nt | -4 | 13
O=[N+]([O-])c1ccccc1Oc1ncccc1[N+](=O)[O-] | nt | 12 | 4
CCc1c(C)nc(-n2nc(C)cc2NC(=O)c2cccc(C)c2)[nH]c1=O | -9 | -12 | 9
O=C(c1ccc(Cc2ccccc2)o1)N1CCC2(CC1)OCCCO2 | -5 | -5 | -3
COc1ccccc1CCNC(=O)CN1CN(c2ccccc2)C2(CCN(C(=O)c3cccc([N+](=O)[O-])c3)CC2)C1=O | -3 | -3 | 8
COc1ccccc1N=C1SC(C(=O)Nc2ccc(F)cc2)CC(=O)N1C (stereo not given) | -7 | -5 | 2
N#CCSc1ccc(S(=O)(=O)N2CCCCC2)cn1 | -7 | -4 | 21
CN(C)CC(C)(C)CN1C[C@H](COCc2ccccc2)Oc2ncccc2S1(=O)=O | -5 | -8 | 9
N#Cc1c(NC(=O)CCCCl)sc2c1CCCCC2 | -1 | -2 | -2
COc1ccc(-n2c(C)nnc2SCc2ccc(C(=O)NCc3ccc(F)cc3)cc2)cc1 | 0 | 5 | -10
CC(C)CC(C)(NCCOc1ccccc1F)C(N)=O (stereo not given) | nt | -14 | -8
CC(C)(C)c1ccc(COn2c(=O)c(-c3ccc(F)cc3)[n+]([O-])c3ccccc32)cc1 | nt | -5 | -4
CCn1c(C2CCCNC2)nn(CCC(=O)N2CCCC2)c1=O (stereo not given) | nt | -3 | -1
O=C(NCC1CCN(Cc2ccc3nonc3c2)C1)c1ccccn1 (stereo not given) | nt | -2 | 19
OCC#Cc1csc(CN2CCCN(C3CCCCC3)CC2)c1 | nt | 1 | -3
c1ccc2c3c([nH]c2c1)[C@H]1C2CCC([C@@H]4CCCN[C@H]24)N1CC3 (stereo not given in full) | -5 | -10 | -4
COc1cc2c(cc1OC)C(c1ccccc1Cl)N(C(=O)Nc1cc(F)ccc1F)CC2 (stereo not given) | -5 | -2 | 8

Rewritten field by field: two of the compounds above.
smiles: CN(C)CC(C)(C)CN1C[C@H](COCc2ccccc2)Oc2ncccc2S1(=O)=O
- mcGAS inh: -5
- hcGAS inh: -8
- NPYLR7 ag: 9

smiles: N#Cc1c(NC(=O)CCCCl)sc2c1CCCCC2
- mcGAS inh: -1
- hcGAS inh: -2
- NPYLR7 ag: -2

(more compounds)
SMILES | mcGAS inh | hcGAS inh | NPYLR7 ag
CC(C)(CO)C(CN)c1ccccc1 (stereo not given) | nt | -7 | -4
CCCN1CCC2(CC1)CCN(C(=O)c1cccnc1SC)CC2CO (stereo not given) | -3 | -3 | nt
O=C(Nc1ccc(Cl)cc1Cl)c1cnn2c(C(F)(F)F)cc(-c3cccs3)nc12 | -6 | -7 | 9
O=S(=O)(NNc1ncccn1)c1ccc2c(c1)CCC2 | nt | -8 | 12
CCOC(=O)N1CCC(S(=O)(=O)Oc2ccc(F)c(F)c2)CC1 | nt | -7 | 5
